Screening data as filed in PubChem.
XBP1 UPR activ – activators of adaptive arm of unfolded protein response (XBP1). CHO-XBP1 luciferase reporter, IRE1-XBP1 UPR activation, luminescence; percent of tunicamycin response, DMSO as zero. activation, % at 20 µM. hit rate 0.33% among 330,000. AID 463104;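 active = versus positive control, 20 µM dose yields 30% or more activation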;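 note: 100% = tunicamycin at 10 µg/mL and 0% = DMSO only wells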
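Material: CHO cell line with stable XBP1 luciferase reporter; schedule: 16-18 h cell attachment at 37 °C, then 6 h compound exposure; signal: glow luminescence from Steady-Glo reagent; medium: serum-containing F12 medium, 10% FBS; benchmarks: tunicamycin 10 µg/mL and vehicle-only wells; read-out: percent activation relative to tunicamycin reference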
Jurkat NFkB inh – inhibitors of the PMA/ionomycin-induced NF-kB reporter in Jurkat cells. PMA/ionomycin-induced NF-kB luciferase reporter, luminescence. inhibition, % at 4 µM. hit rate 0.53% among 330,000; in the data active = inhibition above about 50%
Mdm2-MdmX inh – disrupts the human Mdm2-MdmX interaction; SaOS-2 split-luciferase Mdm2/MdmX complementation, luminescence; inhibition, % at 8 µM; hit rate 3% among 330,000; O15151+Q00987; AID 485346;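 active = inhibition of at least 50% at 8 µM in the primary screen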
Target sequence (O15151 whole entry, looked up): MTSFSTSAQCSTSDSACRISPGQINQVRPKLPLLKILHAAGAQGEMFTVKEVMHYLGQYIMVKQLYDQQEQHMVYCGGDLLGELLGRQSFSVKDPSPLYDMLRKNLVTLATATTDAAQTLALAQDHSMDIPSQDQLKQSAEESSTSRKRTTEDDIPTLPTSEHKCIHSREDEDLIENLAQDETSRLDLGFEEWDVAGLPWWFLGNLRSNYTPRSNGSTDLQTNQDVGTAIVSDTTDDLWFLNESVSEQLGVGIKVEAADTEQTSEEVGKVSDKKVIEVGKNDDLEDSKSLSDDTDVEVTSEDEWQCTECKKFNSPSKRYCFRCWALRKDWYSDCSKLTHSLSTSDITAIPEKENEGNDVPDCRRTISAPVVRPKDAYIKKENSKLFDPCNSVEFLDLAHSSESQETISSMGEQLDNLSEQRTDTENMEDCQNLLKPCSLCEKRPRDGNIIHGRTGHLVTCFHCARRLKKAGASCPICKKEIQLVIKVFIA
Target sequence (Q00987 whole entry, looked up): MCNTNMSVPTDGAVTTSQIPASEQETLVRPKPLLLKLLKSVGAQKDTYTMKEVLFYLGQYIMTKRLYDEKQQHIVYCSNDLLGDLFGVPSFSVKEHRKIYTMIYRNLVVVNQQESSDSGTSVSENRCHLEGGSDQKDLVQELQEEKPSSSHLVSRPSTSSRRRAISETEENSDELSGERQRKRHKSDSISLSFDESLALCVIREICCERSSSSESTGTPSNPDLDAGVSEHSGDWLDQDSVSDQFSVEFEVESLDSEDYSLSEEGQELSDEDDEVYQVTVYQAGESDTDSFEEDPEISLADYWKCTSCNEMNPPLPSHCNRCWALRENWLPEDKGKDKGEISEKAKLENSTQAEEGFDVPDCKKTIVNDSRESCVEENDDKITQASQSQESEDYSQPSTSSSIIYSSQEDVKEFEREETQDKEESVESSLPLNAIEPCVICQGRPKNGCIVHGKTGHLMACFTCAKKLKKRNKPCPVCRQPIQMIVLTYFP
TIM10 inh – TIM10 yeast growth inhibition; S. cerevisiae TIM10 strain growth, BacTiter-Glo luminescence, 24 h; hit rate 1.4% among 330,000; AID 463195; inhibition, % at 10 µM;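 active = inhibition of 40% or more at the single tested concentration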;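 note: wild-type TIM10 isogenic control strain grown at permissive 25 °C; 0% = DMSO yeast wells and 100% = minimal medium wells without yeast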
tim23-1 inh – growth inhibitors of tim23-1 mutant yeast | S. cerevisiae tim23-1 growth, BacTiter-Glo luminescence, 24 h | inhibition, % at 20 µM | hit rate 1.3% among 330,000;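 active = growth inhibition of the mutant yeast at or above 50%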;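 note: temperature-sensitive mutant grown at 25 °C; plate controls were DMSO-treated mutant yeast for no effect and medium wells lacking yeast for full effect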
697 NFkB inh – lowers PMA/ionomycin-induced NF-kB signal in 697 B cells; 697 B-cell NF-kB luciferase reporter, 16 h; inhibition, % at 4 µM; hit rate 0.33% among 330,000; AID 435022; in the data active = inhibition above about 35%
UPR CHOP act – apoptotic UPR (CHOP) activation. CHO-CHOP luciferase reporter, luminescence; percent of tunicamycin response over DMSO baseline. activation, % at 10 µM. hit rate 0.34% among 330,000;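 active = at 10 µM dose, activation of 40% or more, normalized to positive control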;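 note: 100% = tunicamycin at 10 µg/mL and 0% = DMSO alone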
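Assay system: CHO cells with stable CHOP pathway luciferase reporter; Buffer or medium: F12 plus 10% serum; Times: 16-18 h cell attachment, then 6 h compound exposure, 37 °C; Signal: luciferase luminescence; Read-out basis: percent activation relative to tunicamycin control; Control set: tunicamycin high control, DMSO low control.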
tim10-1 inh – tim10-1 yeast growth inhibition | hit rate 2.2% among 330,000 | S. cerevisiae tim10-1 ts strain growth, BacTiter-Glo, 24 h | inhibition, % at 20 µM | AID 463190;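 active = inhibition of at least 40%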;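 note: mutant grown at 25 °C; 0% = DMSO wells with yeast and 100% = wells holding no yeast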
An asterisk follows results filed as active.

SMILES	XBP1 UPR activ	Jurkat NFkB inh	Mdm2-MdmX inh	TIM10 inh	tim23-1 inh	697 NFkB inh	UPR CHOP act	tim10-1 inh
O=C(Nc1ccccc1C(=O)O)c1ccc(Cl)c(S(=O)(=O)N2CCOCC2)c1	-1	3	25	-4	1	31	-0.9	24
COc1cc(/C=C/C(=O)c2ccc3c(c2)OCCO3)cc(OC)c1OC	-3	18	67*	19	46	-14	2.8	37
CCN(CC)CCNC(=O)C1CCN(S(=O)(=O)N2CCCCC2)CC1	0	-3	2	-2	1	1	-1.4	0
O=C(Nc1ncc(Cc2ccc(C(F)(F)F)cc2)s1)c1ccc(-c2cccc([N+](=O)[O-])c2)o1	0	22	24	14	17	-18	1.8	12
COc1cc(C(F)(F)F)nc2ccc(C#CCOC(=O)Nc3ccccc3)cc12	-2	6	30	28	26	13	0.1	27
Cc1ncoc1C(=O)N1CCCC(C(=O)Nc2cccc(-c3ccc(F)cc3)c2)C1 (stereo not drawn)	-6	-15	6	-1	16	-2	-0.2	12
CCc1cccc(C)c1NC(=O)CO/N=C(\N)CC(=O)NC1CCCCC1	0	-6	-20	0	21	-14	0.8	-15
O=C(c1ccccn1)N1CCN(C(=O)c2ccccn2)CC1	1	2	28	8	-3	4	-0.2	9
O=C(NNC(=S)NCc1ccc(Cl)cc1)c1ccc2c(c1)OCO2	-2	6	-14	15	-9	8	0.0	11
Cc1ccc(S(=O)(=O)N2CCN(C(=O)Cc3ccsc3)CC2)c(C)c1	-5	16	21	7	23	17	0.8	14
CCCc1nc2ccccc2c(=O)n1CC(=O)c1ccccc1	0	-4	21	-10	-3	5	1.0	7
CC(C)(C)c1ccc(-c2noc(-c3ccc4c(c3)CCO4)n2)cc1	0	-10	-63	16	5	-100	5.6	35

Results in Mdm2-MdmX inh, tim10-1 inh and UPR CHOP act, for some of the entries so far:
compound	Mdm2-MdmX inh	tim10-1 inh	UPR CHOP act
CCN(CC)CCNC(=O)C1CCN(S(=O)(=O)N2CCCCC2)CC1	2	0	-1.4
O=C(Nc1ncc(Cc2ccc(C(F)(F)F)cc2)s1)c1ccc(-c2cccc([N+](=O)[O-])c2)o1	24	12	1.8
COc1cc(C(F)(F)F)nc2ccc(C#CCOC(=O)Nc3ccccc3)cc12	30	27	0.1
Cc1ncoc1C(=O)N1CCCC(C(=O)Nc2cccc(-c3ccc(F)cc3)c2)C1 (stereo not drawn)	6	12	-0.2

Other results follow:
SMILES	XBP1 UPR activ	Jurkat NFkB inh	Mdm2-MdmX inh	TIM10 inh	tim23-1 inh	697 NFkB inh	UPR CHOP act	tim10-1 inh
CCN(CC)c1ccc2c(C)cc(=O)oc2c1	3	-4	21	-11	31	17	0.3	4
N#C/C(=C\c1c(N2CCCCCC2)nc2ccccn2c1=O)C(N)=O	-4	7	-7	13	-1	15	-0.3	-7
COc1ccc(C(=O)Nc2cccnc2)cc1S(=O)(=O)N1CCOCC1	0	-10	0	-15	-2	23	-2.5	10
COc1ccc(CN2CCC(C(=O)c3ccc(Cl)cc3)CC2)cc1	-4	7	20	-42	17	-9	0.6	-2
COC(=O)N/N=C(C)/C=C/c1ccccc1	4	-24	6	9	11	-1	2.3	-3
CCN(CC(=O)NCc1cccs1)C(=O)c1ccc(-c2ccc(F)cc2)o1	0	13	27	11	25	-3	1.3	6
CC1CN(C2CCN(S(=O)(=O)Cc3ccccc3)CC2)CC(C)O1 (stereo not drawn)	2	7	-8	-7	-5	17	-2.6	-4
CCOC(=O)CCc1c(C)nc2cc(-c3ccc(Cl)cc3)[nH]n2c1=O	2	1	16	-13	-14	-6	5.7	9
CCc1ccc(NC(=O)C2CCN(S(=O)(=O)c3c(C)noc3/C=C/N(C)C)CC2)cc1	-3	-1	27	5	5	-18	2.8	0
CC(=O)Nc1ccc(NC(=O)C(C)OC(=O)/C=C/c2cccs2)cc1 (stereo not drawn)	1	14	14	3	3	10	1.4	6
O=S(=O)(NCc1ccco1)c1ccc2c(c1)Cc1ccccc1-2	3	9	-17	34	26	-22	4.1	45*
COc1ccc(/C=C(\C#N)C(=O)OCC(=O)NC2CC2)cc1	-5	9	21	-2	3	5	0.7	10

A draw from above in order of molecular weight, rising.
SMILES	XBP1 UPR activ	Jurkat NFkB inh	Mdm2-MdmX inh	TIM10 inh	tim23-1 inh	697 NFkB inh	UPR CHOP act	tim10-1 inh
CCN(CC)c1ccc2c(C)cc(=O)oc2c1	3	-4	21	-11	31	17	0.3	4
COc1ccc(CN2CCC(C(=O)c3ccc(Cl)cc3)CC2)cc1	-4	7	20	-42	17	-9	0.6	-2
CC1CN(C2CCN(S(=O)(=O)Cc3ccccc3)CC2)CC(C)O1 (stereo not drawn)	2	7	-8	-7	-5	17	-2.6	-4
CCN(CC(=O)NCc1cccs1)C(=O)c1ccc(-c2ccc(F)cc2)o1	0	13	27	11	25	-3	1.3	6

The list continues:
SMILES	XBP1 UPR activ	Jurkat NFkB inh	Mdm2-MdmX inh	TIM10 inh	tim23-1 inh	697 NFkB inh	UPR CHOP act	tim10-1 inh
CCC(=O)Nc1c(-c2ccccc2Cl)c(=O)c2ccccc2n1C	-7	0	-28	-3	1	-9	-2.6	15
CSCCC(NC(=O)c1ccccc1Cl)C(=O)N1CCN(C(C)=O)CC1 (stereo not drawn)	0	-1	-25	1	5	16	3.0	-5
O=C(O)C1CC=CCC1C(=O)NCCc1cccc(Cl)c1 (stereo not drawn)	0	9	-15	8	-1	15	2.9	13
O=C(Nc1cccc(Br)c1)c1ccc(Cl)c(S(=O)(=O)N2CCOCC2)c1	0	37	34	-1	-8	-19	10	12
S=c1[nH]nc(C2(c3ccccc3)CCCC2)o1	-1	14	24	5	4	5	1.7	14
CCOC(=O)C1=NN(c2cccc(Cl)c2)C2=NC(C)=C(C(=O)OC)C(c3cccs3)N12 (stereo not drawn)	-2	-14	8	19	27	-6	-0.8	23
CCOC(=O)c1c(C)nc2sccn12	0	4	-4	0	-8	14	1.4	6
C/C(CC(=O)Nc1cccc(C(F)(F)F)c1)=N\NC(=O)C(=O)NCC(C)C	-4	4	6	10	20	12	-2.1	27
Cc1[nH]c(C)c(S(=O)(=O)NCc2ccc(Cl)cc2)c1C(=O)N1CCCC1	-3	6	-4	17	7	-13	2.5	1
O=C(CCS(=O)(=O)c1cccc2nonc12)N1CCCc2ccccc21	-1	4	8	5	7	9	2.2	22
OCC1(CO)COC(c2ccccc2)=N1	4	2	5	15	3	11	-0.1	1
C[C@@H](C(=O)N1CCN(C(=O)OC(C)(C)C)CC1)n1cc(-c2cn([C@@H](C)C(=O)N3CCN(C(=O)OC(C)(C)C)CC3)nn2)nn1	-2	32	-11	9	2	21	1.4	6

Next part (2 carried over from the part before).
SMILES	XBP1 UPR activ	Jurkat NFkB inh	Mdm2-MdmX inh	TIM10 inh	tim23-1 inh	697 NFkB inh	UPR CHOP act	tim10-1 inh
OCC1(CO)COC(c2ccccc2)=N1	4	2	5	15	3	11	-0.1	1
C[C@@H](C(=O)N1CCN(C(=O)OC(C)(C)C)CC1)n1cc(-c2cn([C@@H](C)C(=O)N3CCN(C(=O)OC(C)(C)C)CC3)nn2)nn1	-2	32	-11	9	2	21	1.4	6
CCCC1=C(C(=O)OCC)C(c2ccncc2)n2ncnc2N1 (stereo not drawn)	-3	10	8	-12	-1	16	-0.8	6
COc1ccc(OC)c(C(=O)Cn2cnc3ccccc3c2=O)c1	0	5	11	-31	-5	6	0.5	-11
OCCNc1nc2ccccc2[nH]1	-3	2	11	4	20	-4	-0.9	15
CC(NC(=O)c1cccc(S(=O)(=O)N2CCN(C)CC2)c1)c1ccc(Cl)cc1Cl (stereo not drawn)	0	-4	-3	12	9	-20	-0.1	3
N/C(=N\C(=S)Nc1ccccc1)c1ccccc1	-4	-110	-266	31	37	-147	5.8	29
Cc1cc(NC(=O)C(C)SCC(=O)Nc2cc(C(F)(F)F)ccc2N2CCOCC2)no1 (stereo not drawn)	0	2	-23	10	5	-4	0.4	19
COc1cc(C(=O)N2CCN(C/C=C/c3ccccc3)CC2)cc(OC)c1C	-4	-16	14	13	15	-12	-1.1	18
CC(=O)Nc1sc2c(c1C#N)CCC(C)C2 (stereo not drawn)	-1	3	13	9	16	12	2.9	20
COc1ccc(/C=N/N2CCN(C)CC2)cc1O	-2	13	20	4	9	19	0.6	8
CCN(C(=O)Cn1cc(C(C)=O)c2ccccc21)c1ccccc1	-1	-9	19	-6	15	2	-1.1	15
CC1(C)Cc2ccccc2C(COc2ccccc2)=N1	2	7	0	7	22	-4	-0.4	16
O=C(CNC(=O)c1ccc(Br)cc1)NCCc1nc2ccccc2[nH]1	-1	-9	20	11	5	16	0.7	3

Four entries from above, set out differently:
molecule: COc1ccc(/C=N/N2CCN(C)CC2)cc1O
  XBP1 UPR activ: -2; Jurkat NFkB inh: 13; Mdm2-MdmX inh: 20; TIM10 inh: 4; tim23-1 inh: 9; 697 NFkB inh: 19; UPR CHOP act: 0.6; tim10-1 inh: 8
molecule: CCN(C(=O)Cn1cc(C(C)=O)c2ccccc21)c1ccccc1
  XBP1 UPR activ: -1; Jurkat NFkB inh: -9; Mdm2-MdmX inh: 19; TIM10 inh: -6; tim23-1 inh: 15; 697 NFkB inh: 2; UPR CHOP act: -1.1; tim10-1 inh: 15
molecule: CC1(C)Cc2ccccc2C(COc2ccccc2)=N1
  XBP1 UPR activ: 2; Jurkat NFkB inh: 7; Mdm2-MdmX inh: 0; TIM10 inh: 7; tim23-1 inh: 22; 697 NFkB inh: -4; UPR CHOP act: -0.4; tim10-1 inh: 16
molecule: O=C(CNC(=O)c1ccc(Br)cc1)NCCc1nc2ccccc2[nH]1
  XBP1 UPR activ: -1; Jurkat NFkB inh: -9; Mdm2-MdmX inh: 20; TIM10 inh: 11; tim23-1 inh: 5; 697 NFkB inh: 16; UPR CHOP act: 0.7; tim10-1 inh: 3

(more compounds)
SMILES	XBP1 UPR activ	Jurkat NFkB inh	Mdm2-MdmX inh	TIM10 inh	tim23-1 inh	697 NFkB inh	UPR CHOP act	tim10-1 inh
COc1ccc(-c2csc3nc(C)nc(N4CCCCC4)c23)cc1OC	0	6	65*	35	13	24	-1.1	31
Cc1ccc(C)c(OCCC(=O)NCCc2ccc(Cl)cc2)c1	-3	-2	22	-28	21	-10	-2.4	-3
COc1ccc(C2=CC(=O)C[C@H](c3ccc(F)cc3)C2)c(F)c1F	-2	4	0	15	49	-10	1.3	18
C/C(=N\NC(=S)NCc1ccccc1)c1ccc(Cl)cc1	2	-7	12	36	56*	-30	0.1	23
CC(C)NC(=O)c1cc2c(C(F)(F)F)nn(C)c2s1	-1	-20	10	-7	-12	-11	-0.6	-11
CCOC(=O)Cn1nnc(-c2cccc(OC)c2)n1	1	-8	3	0	7	7	4.2	-2
NC(=S)NNc1c(F)c(F)c(F)c(F)c1F	0	-7	-6	-8	8	-4	0.2	28
O=C(Nc1ccc(NC(=O)c2ccccc2)nc1)c1ccncc1	1	-17	-4	4	0	-21	2.4	5
COc1ccc(-c2cc3ncc(C(C)=O)c(C)n3n2)cc1	1	-99	-64	6	10	-88	3.6	-5
O=C(O)c1ccccc1Nc1cccc(C(F)(F)F)c1	-3	11	26	0	-3	16	-0.4	-4
Cn1nnnc1SCC(=O)c1c(N)n(C)c(=O)n(C)c1=O	-5	-1	23	-6	-1	9	-1.2	-1
C=CCSc1nn2c(=O)c3ccccc3nc2s1	1	-80	-93	29	11	-62	2.9	32
COc1cc(/C=C2/C(=O)N(c3ccc(C(=O)O)cc3)N=C2C)cc(OC)c1O	-1	-16	-7	-19	-4	0	2.1	2
CNC(=O)CSc1nnc(-c2ccco2)n1-c1ccccc1OC	1	-3	-6	0	16	3	1.6	-8
CCOc1ccc(-c2nc(C#N)c(N3CCN(Cc4ccccc4)CC3)o2)cc1	-3	-14	4	-12	15	-19	-0.1	0
O=C(NCc1ccc(F)cc1)c1noc2c1CCCC2	1	-19	-14	-5	14	-5	2.1	19
